# High-throughput results from PubChem.
# Vc quorum ag = quorum light induction in luxS cqsA deficient V. cholerae. AID 588436. 350,000 tested, 0.16% active. V. cholerae BH1578 lux reporter, luminescence, 6 h. activation, % at 18.7 µM; in the data active means activation mostly above about 9.7%, no sharp cut-off; inconclusive means no clear call, values can overlap the other calls; inactive means mostly below about 3.7%; further: not every result past the cut was called active; inactives centre near 0; reference of the scale not given here
# PfHsp40 yeast = rescue of PfHsp40-mediated yeast toxicity. S. cerevisiae expressing PfHsp40, growth rescue, ATP luminescence. growth rescue, % at 12.5 µM. 340,000 tested, 0.68% active. AID 504582; in the data active means growth rescue above about 28%, passing the limit was not always enough; inconclusive means no clear call, values can overlap the other calls;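 further: yeast W303a lacking pdr1 and pdr3 grown in galactose medium; growth measured after three days at 30 °C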
# FadD28 FP inh = blocks FadD28 binding to the bisubstrate probe. AID 588549. inhibition, % at 12.5 µM. 360,000 tested, 0.22% active. fluorescence polarization; in the data active means inhibition above about 8.5%, passing the limit was not always enough; inconclusive means no clear call, values can overlap the other calls
# UGM FP inh = blocks M. tuberculosis UGM enzyme; P9WIQ1; purified UGM, fluorescence polarization probe displacement; inhibition, % at 10 µM; 320,000 tested, 0.06% active; AID 504406; in the data active means inhibition above about 10%, passing the limit was not always enough; inconclusive means no clear call, values can overlap the other calls
# Y pestis TopoI = blocks Yersinia pestis topoisomerase I activity. AID 504884. 360,000 tested, 0.064% active. Y. pestis Topo-I cleavage product accumulation, plate reader. activity, % at 10 µM; in the data active means activity above about 50%, passing the limit was not always enough; inconclusive means no clear call, values can overlap the other calls; further: inactives centre near 2
# TcdB GH inh = TcdB glycohydrolase inhibition; P18177; TcdB glycohydrolase enzymatic assay, plate reader; inhibition, % at 9.99 µM; 350,000 tested, 0.24% active; AID 652162; in the data active means inhibition above about 10%
# GDH-TPI counter = inhibits GDH-TPI coupling enzymes, artifact for Mtb FBA screen | 360,000 tested, 1.2% active | AID 588335 | GDH-TPI coupled enzyme counterscreen, NADH absorbance | inhibition, % at 4.8 µM; in the data active means inhibition above about 30%;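 further: 0% = DMSO wells and 100% = wells lacking the enzyme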
# Mtb FBA inh = inhibitors of M. tuberculosis fructose-bisphosphate aldolase; P9WQA3; purified M. tuberculosis FBA, fluorescence read-out; inhibition, % at 1 µM; 360,000 tested, 2.3% active; AID 588726; in the data active means inhibition above about 27%;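 further: 0% = vehicle and 100% = reference inhibitor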
# BioA inh = BioA (M. tuberculosis) enzyme inhibition. purified M. tuberculosis BioA enzyme, plate reader. inhibition, % at 9.99 µM. 360,000 tested, 0.096% active. AID 602481; in the data active means inhibition above about 40%; inconclusive means no clear call, values can overlap the other calls
# The depositor's hits bear a star; i = inactive; ? = inconclusive; . = no result given.
SMILES,Vc quorum ag,PfHsp40 yeast,FadD28 FP inh,UGM FP inh,Y pestis TopoI,TcdB GH inh,GDH-TPI counter,Mtb FBA inh,BioA inh
CCOC(=O)c1nnn(-c2nc(OC)nc(N3CCCC3)n2)c1-c1ccccc1,i,-1.1,1.4,-4.9,3,.,0,4,1.4
O=C(CCN1CCOCC1)c1ccc(Br)cc1,-0.2,0.6,-0.9,0.6,-10,2.1,-1,-1,.
CCCCN(C(=O)NCCCCCCNC(=O)N(CCCC)C1CCS(=O)(=O)C1)C1CCS(=O)(=O)C1 (stereo unspecified),i,0.1,-0.1,-1.2,3,1.7,8,2,.
CCC(c1nnnn1Cc1ccc2c(c1)OCO2)N1CCN(c2ccccc2)CC1 (stereo unspecified),-5.0,1.8,-3.5,-0.1,19,.,11,1,3.7
COc1cc(C(=O)Nc2nncs2)cc(OC)c1OC,-0.3,-0.3,-2.6,-1.0,-4,.,5,0,4.7
Cc1nc(Nc2ccccc2)sc1C(=O)c1ccc(F)cc1,i,-0.4,-3.6,-0.7,13,-0.1,3,1,1.1
O=C(Nc1ccc(Cl)c([N+](=O)[O-])c1)C(Sc1ccccc1)c1ccccc1 (stereo unspecified),i,?,-0.8,-0.2,-15,1.3,11,-2,.
COc1ccccc1NC(=O)CSc1nc(O)cc(=O)[nH]1,1.2,-0.4,-1.2,0.8,5,.,6,0,.
O=C(c1cc2ccccc2o1)n1nnc2ccccc21,-7.1,0.0,0.4,0.1,-1,.,0,-3,0.2
COC(=O)Nc1ccc(Cn2cc(C(F)(F)F)ccc2=O)cc1,-0.4,-0.6,-1.7,2.8,9,0.9,1,0,.
COc1ccccc1C(=O)NC(CCSC)C(=O)N1CCC(Cc2ccccc2)CC1 (stereo unspecified),i,1.1,0.0,-0.2,45,0.2,5,3,.
Cc1nccn1CCCNCc1c(C(=O)N2CCCCCCC2)nc2ccc(Cl)cn12,-0.6,0.2,-3.5,-1.1,-2,.,-5,2,.
CCOc1ccc2nc(SCC(=O)c3ccc(C)s3)sc2c1,i,0.6,-2.8,-1.2,14,.,-4,-6,-1.6
O=C1Cc2ccccc2C(=O)N1Cc1ccccc1,i,0.2,-0.5,4.2,-5,.,13,4,-1.9
C=CCOC(=O)/C(=C\c1cccc2ccccc12)NC(=O)c1ccccc1,i,-1.3,-4.7,2.1,18,.,5,0,0.4
Clc1ccc(Nc2ccc(-n3ccnc3)nn2)cc1Cl,i,-0.9,-5.4,-2.9,-10,.,10,2,-4.3
O=C1CCN(CCCc2ccccc2)CCN1[C@H](CO)c1ccccc1,-3.6,-1.4,0.9,-0.6,25,1.6,-1,5,1.1
CCCCn1c(=N)n(CC(=O)c2ccco2)c2ccccc21,-5.9,-0.9,-0.3,3.1,10,0.6,8,1,1.4
O=c1c2ccccc2nc2n1C(CSc1ccc(F)cc1)CS2 (stereo unspecified),i,3.0,-2.3,-0.7,-8,0.7,-4,2,.
COC(=O)c1[nH]c2ccc(C)cc2c1NC(=O)C1=COCCO1,i,-0.6,1.3,0.8,-3,.,17,2,1.4

# Molecules listed so far that contain a Cl atom, in the order listed:
SMILES,Vc quorum ag,PfHsp40 yeast,FadD28 FP inh,UGM FP inh,Y pestis TopoI,TcdB GH inh,GDH-TPI counter,Mtb FBA inh,BioA inh
O=C(Nc1ccc(Cl)c([N+](=O)[O-])c1)C(Sc1ccccc1)c1ccccc1 (stereo unspecified),i,?,-0.8,-0.2,-15,1.3,11,-2,.
Cc1nccn1CCCNCc1c(C(=O)N2CCCCCCC2)nc2ccc(Cl)cn12,-0.6,0.2,-3.5,-1.1,-2,.,-5,2,.
Clc1ccc(Nc2ccc(-n3ccnc3)nn2)cc1Cl,i,-0.9,-5.4,-2.9,-10,.,10,2,-4.3

# Further entries follow:
SMILES,Vc quorum ag,PfHsp40 yeast,FadD28 FP inh,UGM FP inh,Y pestis TopoI,TcdB GH inh,GDH-TPI counter,Mtb FBA inh,BioA inh
O=C(COC(=O)C1CC2CCCC(C1)C2=O)NNC(=O)c1ccc([N+](=O)[O-])cc1 (stereo unspecified),-5.6,2.1,-5.0,-1.2,2,2.8,2,-2,0.8
COc1ccc(-c2cc(=O)oc3cc(OC(C)C(=O)NC4CC4)ccc23)cc1 (stereo unspecified),-0.8,0.4,-1.3,-2.3,4,-1.0,4,1,0.8
COc1ccc(NC(=O)CCNC(=O)c2ccco2)c(OC)c1,-0.1,-1.1,-3.1,-1.5,-7,1.6,1,-7,-3.8
Cc1cc(=O)oc(C)c1C(=O)NCCCN1CCN(c2ccccc2F)CC1,-1.0,0.6,-4.8,3.8,7,.,13,-2,1.3
CC(=O)Nc1ccc(NC(=O)c2ccc(-c3c(C)noc3C)c3ccoc23)cc1,0.3,.,-5.5,.,2,1.5,17,-2,3.7
Cc1nn(-c2ccc(F)cc2)c2nc(N)c(C#N)c(-c3cccs3)c12,-0.6,0.7,-4.3,-0.9,25,.,7,5,-1.7
CN1CCN(C(=O)c2ccccc2NC(=O)c2cccc(Cl)c2)CC1,i,-0.4,-2.5,-0.7,-1,1.2,-6,0,1.0
O=C(NCC(c1ccco1)N1CCCC1)c1cc(=O)[nH]c2ccccc12 (stereo unspecified),i,0.0,-2.0,1.1,0,0.8,11,6,.
COc1ccc(/C(N)=N/OC(=O)c2cccc([N+](=O)[O-])c2)cc1,-1.8,-0.1,-0.1,-0.2,-6,.,8,6,-2.1
O=c1cc(O)nc(SCc2ccccc2)n1-c1ccc(Cl)cc1,-0.3,0.6,-3.7,2.7,-10,0.2,3,15,.
CCN(CC)CCNC(=O)c1ccc(CS(=O)(=O)c2ccccc2C)o1,-0.1,1.6,-0.3,1.9,0,0.4,0,2,-0.6
COc1ccc(Cl)cc1S(=O)(=O)N1CCC(O)(c2ccc(Cl)cc2)CC1,-0.5,-0.8,-2.7,0.0,5,0.6,0,0,.
COCCCN1C(=O)C(CC(=O)NCCCCc2ccccc2)CC(C(=O)N(C(C)C)C(C)C)=C1C (stereo unspecified),.,.,-1.0,.,.,2.1,.,-5,1.4
COCCCN1C(=O)c2ccc(C(=O)N3CCN(c4ccc(OC)cc4)CC3)cc2C1=O,0.4,-1.5,-2.8,-1.3,15,-4.9,-1,-1,0.3
O=C(N/N=C1\CCCc2c1[nH]c1ccc(Cl)cc21)c1ccncc1,-0.5,3.7,-4.0,1.8,7,-1.1,41*,-3,0.7
O=C(O)c1cccc(Nc2nc(N3CCOCC3)nc(N3CCOCC3)n2)c1,-0.2,-0.4,-1.3,-2.4,7,.,-6,1,-1.6
COc1cc(OC)cc(N2C(=O)CC(N3CCC(C(=O)N4CCCCC4)CC3)C2=O)c1 (stereo unspecified),0.0,67*,-1.1,-0.1,3,0.8,2,-1,-0.6
CN1CCN(Cn2cc(/C=C/C(=O)c3ccccc3)c3ccccc32)CC1,i,7.4,1.0,-2.0,-4,.,11,0,-1.2
CCOC(=O)c1c(-c2ccc(Cl)cc2)csc1NC(=O)CNCc1ccco1,-0.5,1.3,-3.4,-0.6,35,-1.7,-6,-3,.
O=C(CNC(=S)N(Cc1ccccc1)Cc1cccnc1)NC1CC1,-0.3,-0.7,-1.7,-0.4,-3,.,-6,2,.
O=C(CN(C(=O)c1csnn1)c1ccccc1C(F)(F)F)NCc1ccccc1,i,-0.7,-1.8,0.3,4,0.5,-2,0,-0.6
O=[N+]([O-])c1ccc(C(O)CN=Cc2ccc(O)cc2O)cc1 (stereo unspecified),-0.2,0.2,-0.7,1.9,-20,0.8,19,-7,.
CCNC(=O)c1c(NC(=O)C2COc3ccccc3O2)sc2c1CCCC2 (stereo unspecified),2.2,1.0,-3.6,-1.4,-2,.,5,1,.
Cc1cccc(NC(=O)C(C)Oc2ccccc2C)n1 (stereo unspecified),i,0.5,-1.4,0.6,6,.,-3,2,-1.2
Cc1ccccc1NC(=S)NC(C)CCc1ccccc1 (stereo unspecified),i,1.1,-2.4,1.3,-1,.,10,0,1.2
Cc1cccc(N(C(=O)c2cnc3n(c2=O)CCS3)C2CCCCC2)c1,2.6,-1.6,0.2,2.3,8,0.6,3,1,-0.1
COc1cc2c(cc1OC)CN(C1CC(=O)N(c3c(C)cccc3C)C1=O)CC2 (stereo unspecified),-0.6,2.8,0.5,.,4,1.2,-4,-2,.
CCOC(=O)COc1coc(CN2CCN(c3cccc(Cl)c3)CC2)cc1=O,-0.2,3.9,0.6,-2.6,20,-1.2,4,1,2.3
CCCN1CCN(C(=O)c2cn(CC(C)C)c(=O)c3cc(OC)c(OC)cc23)CC1,-0.3,-0.5,1.7,1.2,-9,.,11,0,-3.3
Cc1cc(/C=C(/C#N)C(=O)Nc2ccccc2)c(C)n1-c1cccnc1,.,1.7,-4.7,2.9,1,-0.3,29,0,55*
CCOC(=O)C(/C=C(\C#N)C(=O)OCC)=C(/N)N1CCN(c2c(C)cccc2C)CC1,i,-0.7,2.1,5.6,3,.,50*,4,.
CC(C)OCCCNC(=O)CN1CCN(Cc2ccc(Cl)cc2)C1=O,-0.3,-0.4,-2.3,-0.9,-10,-0.4,5,-2,1.1
CCN(Cc1ccccc1)c1ccc(N=Nc2nn(C)c(C)c2[N+](=O)[O-])cc1,i,-0.4,0.5,-1.4,25,1.4,9,-25,-0.5
CCOC(=O)C(C)Oc1cccc2c(=O)n(CC(=O)Nc3cccc(OC)c3)ccc12 (stereo unspecified),-0.1,-2.4,-2.5,0.9,21,-1.3,12,1,0.4
COc1ccc(Cl)cc1NC(=S)NNC(=O)C1(C)CC1(Cl)Cl (stereo unspecified),-4.2,-0.8,-1.7,0.4,-1,0.7,5,2,2.7
COc1ccc(N2CC(C(=O)Nc3nc(-c4ccccc4)c(C(C)=O)s3)CC2=O)c(OC)c1 (stereo unspecified),i,2.8,-2.3,2.9,1,-1.5,19,2,0.7
CC1CN(CCc2ccccc2)c2nc3c(c(=O)n(C)c(=O)n3C)n2C1 (stereo unspecified),i,-0.7,1.0,0.6,15,0.1,5,0,-1.4
COc1cc(NC(=O)CCC(=O)O)nc(OC)n1,i,0.6,-2.4,-3.1,-5,.,-6,-3,-0.5
CC(=O)Nc1ccc(S(=O)(=O)N2CCN(c3cc4c(cc3[N+](=O)[O-])n(C)c(=O)n4C)CC2)cc1,-0.7,-0.5,0.7,-0.2,-3,1.0,14,2,1.8
CC1(C(=O)O)CCCN(C(=O)C2(c3ccc(Cl)cc3)CCCC2)C1 (stereo unspecified),-1.2,.,-1.4,.,7,-0.5,1,0,0.7

# Whole records from above:
# `COc1cc2c(cc1OC)CN(C1CC(=O)N(c3c(C)cccc3C)C1=O)CC2` (stereo unspecified) is listed as Vc quorum ag = -0.6; PfHsp40 yeast = 2.8; FadD28 FP inh = 0.5; UGM FP inh = .; Y pestis TopoI = 4; TcdB GH inh = 1.2; GDH-TPI counter = -4; Mtb FBA inh = -2; BioA inh = .
# `CCOC(=O)COc1coc(CN2CCN(c3cccc(Cl)c3)CC2)cc1=O` is listed as Vc quorum ag = -0.2; PfHsp40 yeast = 3.9; FadD28 FP inh = 0.6; UGM FP inh = -2.6; Y pestis TopoI = 20; TcdB GH inh = -1.2; GDH-TPI counter = 4; Mtb FBA inh = 1; BioA inh = 2.3

# Remaining list, next part
SMILES,Vc quorum ag,PfHsp40 yeast,FadD28 FP inh,UGM FP inh,Y pestis TopoI,TcdB GH inh,GDH-TPI counter,Mtb FBA inh,BioA inh
O=C(COc1ncnc2ccccc12)c1ccc2c(c1)OCCO2,-0.3,9.7,0.5,-1.1,-3,.,5,0,.
Cc1cc2c(=O)oc(-c3ccc(F)cc3)nc2s1,i,-1.8,0.3,-2.3,7,-0.5,6,-2,-1.3
O=C(COC(=O)c1ccccc1O)Nc1ccc(N2CCOCC2)cc1,i,0.4,-0.2,-0.7,-2,1.0,12,2,12
CCOC(=O)C1CCN(Cc2cccc(Oc3ccc(Cl)cc3)c2)CC1,-0.4,-1.3,-1.5,0.2,16,1.2,1,1,-1.6
COc1cc(O)c(CCO)c2c1C(=O)C[C@@H](C)O2,-0.6,-0.1,-5.1,2.1,4,2.4,11,0,-0.9
Cc1nnc(NN)n(N)c1=O,1.2,.,-3.9,0.0,-6,-14,18,-2,-0.5
CCCCc1ccc(-n2nnnc2SCC(=O)Nc2cc(OC)c([N+](=O)[O-])cc2C)cc1,i,-1.0,-2.5,-0.7,9,.,3,-4,-2.2
